Screening data as filed in PubChem BioAssay.
M5 ag – human M5 muscarinic receptor agonists, primary screen, CHO-K1 cells, Fluo-8 calcium fluorescence | Muscarinic acetylcholine receptor M5 (Homo sapiens), P08912 | CHO-K1 hM5 cells; 0% DMSO wells, 100% maximal acetylcholine response | activation, % at 3 µM | hit rate 0.19% among 360,000 | AID 624037, 2012;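 active means activation above the run's mean over test compounds plus 3 SD, cut at about 23% in these data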;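 further: signal is peak over basal fluorescence ratio across the kinetic read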
CRFBP-R2 agonist – agonists of CRF-BP/CRF-R2 complex, primary screen, cell-based, HEK293, calcium dye fluorescence, uHTS; calcium dye fluorescence (FLIPR); percent of saturating CRF peptide response; activation, % at 13.2 µM; hit rate 0.46% among 350,000;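 active means activation of at least 50%, plus an integration ratio under a set limit after plate pattern correction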;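 further: plate controls were neutral control wells without compound for no effect and CRF at EC100 for full effect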
M5 antag – human M5 muscarinic receptor antagonists, primary screen, CHO cells, Fluo-8 calcium fluorescence | CHO-hM5 cells, ACh EC80 | inhibition, % at 3 µM | hit rate 0.59% among 360,000 | AID 624040, 2012;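 active means inhibition above a per-plate cutoff, the mean of that plate's test compounds plus 3 SD, cut at about 27% in these data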;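 further: 0% = acetylcholine EC80 with DMSO and 100% = DMSO without agonist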
CHRM4 agonist – human M4 muscarinic receptor agonists, primary screen, CHO-K1 cells, Fluo-8 calcium fluorescence. CHO-K1 hM4/Gqi5; vehicle 0%, full acetylcholine response 100%. activation, % at 3 µM. hit rate 0.14% among 360,000. AID 624127, 2012;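 active means activation above the run mean over all test wells plus 3 SD, cut at about 32% in these data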;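 further: peak over basal fluorescence ratio per well then scaled between controls; 0% = DMSO wells and 100% = acetylcholine at EC100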
Target sequence (P08173 whole entry, looked up): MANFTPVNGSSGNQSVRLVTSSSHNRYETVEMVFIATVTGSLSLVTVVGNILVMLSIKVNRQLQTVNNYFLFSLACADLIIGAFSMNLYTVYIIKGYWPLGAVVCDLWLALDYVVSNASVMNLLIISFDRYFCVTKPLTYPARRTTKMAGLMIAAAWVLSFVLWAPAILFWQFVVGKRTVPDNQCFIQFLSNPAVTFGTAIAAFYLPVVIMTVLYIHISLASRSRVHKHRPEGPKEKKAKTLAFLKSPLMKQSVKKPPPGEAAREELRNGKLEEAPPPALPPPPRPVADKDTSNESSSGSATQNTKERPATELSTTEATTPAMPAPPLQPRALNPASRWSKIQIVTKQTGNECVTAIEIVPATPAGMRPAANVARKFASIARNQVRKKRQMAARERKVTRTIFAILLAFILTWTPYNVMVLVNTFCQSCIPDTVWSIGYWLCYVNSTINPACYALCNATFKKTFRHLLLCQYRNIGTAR
CRFR2-BP antag – antagonists of CRF-BP/CRF-R2 complex, primary screen, cell-based, HEK293, calcium dye fluorescence, uHTS; inhibition, % at 11.8 µM; AID 588475, 2011; CRF-induced calcium fluorescence; hit rate 0.59% among 350,000;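 active means inhibition of the ligand-induced calcium signal above about 50% at the single tested concentration, limit read from the data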
M4 antag – human M4 muscarinic receptor antagonists, primary screen, CHO cells, Fluo-8 calcium fluorescence. Muscarinic acetylcholine receptor M4 (Homo sapiens), P08173. CHO-hM4 cells, ACh EC80. hit rate 0.73% among 360,000. AID 624125, 2012. inhibition, % at 3 µM;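 active means inhibition above its plate's cutoff, the mean inhibition of sample wells plus 3 SD, cut at about 27% in these data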;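 further: 0% = acetylcholine EC80 with DMSO and 100% = DMSO without agonist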
IDE inh – human IDE inhibitors in live cells, primary screen, fluorescence polarization, HEK cells, FAbetaB substrate. Insulin-degrading enzyme (Homo sapiens), P14735. FAbetaB cleavage. inhibition, % at 5.59 µM. hit rate 0.41% among 320,000. AID 434962, 2010;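 active means percent inhibition above the average of all tested compounds plus 3 SD, set per screening campaign, cut at about 16% in these data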;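 further: IDE supplied by intact live HEK cells; FP after avidin binding of uncleaved biotin substrate so inhibition keeps polarization high; 0% = DMSO wells and 100% = 60 µM reference IDE inhibitor Ii1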
CHRM4 PAM – human M4 muscarinic receptor positive allosteric modulators, primary screen, CHO-K1 cells, Fluo-8 calcium fluorescence; Muscarinic acetylcholine receptor M4 (Homo sapiens), P08173; CHO-K1 hM4/Gqi5, ACh EC20; 0% = ACh EC20, 100% = maximal ACh; activation, % at 3 µM; hit rate 0.4% among 360,000;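 active means activation above its plate's cutoff, the mean activation of sample wells plus 3 SD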; further: some results filed as inactive read as strong as hits
CHRM5 PAM – human M5 muscarinic receptor positive allosteric modulators, primary screen, CHO-K1 cells, Fluo-8 calcium fluorescence; hit rate 0.3% among 360,000; CHO-K1 hM5, ACh EC20 PAM; 0% = ACh EC20, 100% = ACh EC100; Muscarinic acetylcholine receptor M5 (Homo sapiens), P08912; activation, % at 3 µM;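 active means activation above the run cutoff, the mean activation of all test compounds plus 3 SD, cut at about 18% in these data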
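Test system: CHO-K1 hM5 cells / Doses: single-point, 3 µM nominal / Times: Post-acetylcholine fluorescence recording 140 s / Technique: Fluo-8 calcium fluorescence / Measure: Max/basal fluorescence ratio as % of EC20–EC100 ACh window / Benchmarks: low control EC20 acetylcholine (0%), high control EC100 acetylcholine (100%) / Replicates: one well per compound, no replicates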
Active calls of the source: *; . = not tested or not shown; & = joins results of further samples.

Short keys – A = M5 ag; B = CRFBP-R2 agonist; C = M5 antag; D = CHRM4 agonist; E = CRFR2-BP antag; F = M4 antag; G = IDE inh; H = CHRM4 PAM; I = CHRM5 PAM
1) O=C(C[C@H]1C/C=C\C[C@@H](Cc2ccc(F)cc2)C(=O)O[C@H](c2ccccc2)CNC1=O)N[C@@H](CO)Cc1ccccc1
  A = 6 | B = -0.9 | C = 5 | D = 17 | E = 3 | F = -3 | G = 0 | H = -3 | I = -6
2) Cc1ccc(C(=O)NC(C)C2CCCO2)o1 (stereo unspecified)
  A = -2 | B = 0.8 | C = -11 | D = 1 | E = -12 | F = 3 | G = -1 | H = 4 | I = 9
3) COc1ccc(NS(=O)(=O)c2cccc(C(=O)NN=C(C)c3ccco3)c2)cc1
  A = 1 | B = 0.1 | C = 0 | D = 2 | E = 0 | F = -1 | G = -3 | H = 13 | I = 5
4) CN(C)S(=O)(=O)c1cccc(NC(=O)CSc2nncn2C)c1
  A = 4 | B = -3.1 | C = -4 | D = 0 | E = 13 | F = 2 | G = -2 | H = -1 | I = 6
5) C=CCn1c(CC(=O)OC)csc1=Nc1ccc(C(C)=O)cc1
  A = 3 | B = -2.8 | C = -2 | D = 4 | E = 21 | F = -2 | G = 2 | H = 4 | I = -1
6) CN(C)CCN(C(=O)C1CCCCC1)c1nc2cc3c(cc2s1)OCO3
  A = -5 | B = 2.1 | C = 9 | D = 1 | E = -18 | F = -10 | G = 4 | H = 7 | I = -2
7) O=C1OCCC1Sc1nc2ccccc2c(=O)n1Cc1ccc(F)cc1 (stereo unspecified)
  A = -1 | B = -1.9 | C = 1 | D = 4 | E = -6 | F = 5 | G = 3 | H = 3 | I = 3
8) CNC[C@H]1Oc2ccc(NC(=O)Cc3cn(C)c4ccccc34)cc2CC(=O)N([C@@H](C)CO)C[C@H]1C
  A = 0 | B = 5.3 | C = 8 | D = 0 | E = -10 | F = -2 | G = 6 | H = 4 | I = 5
9) COc1cccc(NC(=O)CN2C(=O)CSc3nc(C)cc(C)c32)c1
  A = 1 | B = 3.7 | C = 1 | D = 1 | E = -39 | F = -8 | G = 5 | H = 3 | I = -2
10) CCCC1S/C(=N/N=C/c2ccc(C)cc2)N(Cc2ccc(OC)cc2)C1=O (stereo unspecified)
  A = 0 | B = -0.3 | C = -3 | D = 0 | E = -7 | F = -9 | G = 0 | H = 12 | I = 1
11) CC(C)(C)c1ccc(S(=O)(=O)N(CCCN2CCOCC2)Cc2cccs2)cc1
  A = 3&-2 | B = 3.2&-0.1 | C = 18&16 | D = 14&8 | E = -5&-8 | F = -8&2 | G = 6 | H = -7&-18 | I = -13&-14
12) CCOc1cc(/C=N/n2cnnc2)ccc1OC(=O)c1cccc([N+](=O)[O-])c1
  A = 0 | B = 0.0 | C = 2 | D = 1 | E = 6 | F = 12 | G = 3 | H = -7 | I = 1
13) O=P1(O)C=C(c2ccccc2)OC(c2ccccc2)=C1
  A = -2 | B = -0.7 | C = 1 | D = 0 | E = 2 | F = -6 | G = 5 | H = 5 | I = -1
14) COc1ccc(CNC(=O)C2CCN(S(=O)(=O)c3cccc4cccnc34)CC2)cc1
  A = 2 | B = . | C = -6 | D = 5 | E = . | F = -9 | G = 1 | H = 2 | I = -2
15) CCOC(=O)COc1ccc(C(=O)Nc2cccc(Cl)c2C)cc1
  A = 1 | B = -1.3 | C = -9 | D = 2 | E = 10 | F = -4 | G = 5 | H = -3 | I = -7

Whole records, looked up by structure. Order of values: M5 ag	CRFBP-R2 agonist	M5 antag	CHRM4 agonist	CRFR2-BP antag	M4 antag	IDE inh	CHRM4 PAM	CHRM5 PAM
O=C1OCCC1Sc1nc2ccccc2c(=O)n1Cc1ccc(F)cc1 (stereo unspecified) is listed as -1	-1.9	1	4	-6	5	3	3	3
O=C(C[C@H]1C/C=C\C[C@@H](Cc2ccc(F)cc2)C(=O)O[C@H](c2ccccc2)CNC1=O)N[C@@H](CO)Cc1ccccc1 is listed as 6	-0.9	5	17	3	-3	0	-3	-6

Individual results from the entries so far.
Result for COc1ccc(NS(=O)(=O)c2cccc(C(=O)NN=C(C)c3ccco3)c2)cc1 under CHRM5 PAM: 5
Result for O=C(C[C@H]1C/C=C\C[C@@H](Cc2ccc(F)cc2)C(=O)O[C@H](c2ccccc2)CNC1=O)N[C@@H](CO)Cc1ccccc1 under M4 antag: -3
Result for CNC[C@H]1Oc2ccc(NC(=O)Cc3cn(C)c4ccccc34)cc2CC(=O)N([C@@H](C)CO)C[C@H]1C under CHRM4 PAM: 4
Result for CCOC(=O)COc1ccc(C(=O)Nc2cccc(Cl)c2C)cc1 under CHRM5 PAM: -7
Result for COc1ccc(CNC(=O)C2CCN(S(=O)(=O)c3cccc4cccnc34)CC2)cc1 under CHRM5 PAM: -2

Going on with the list:
Short keys – A = M5 ag; B = CRFBP-R2 agonist; C = M5 antag; D = CHRM4 agonist; E = CRFR2-BP antag; F = M4 antag; G = IDE inh; H = CHRM4 PAM; I = CHRM5 PAM
16) COc1cc2c(cc1Cl)/C(=C\CCN(C)C)c1ccccc1S2
  A = -4 | B = 1.1 | C = 25 | D = 8 | E = -47 | F = 33* | G = 0 | H = -35 | I = -18
17) Cc1ccc2nc(NC(=O)CSc3nc(=O)n(CCCN(C)C)c4c3CCC4)sc2c1
  A = -8 | B = -1.2 | C = 2 | D = 1 | E = 6 | F = 3 | G = -2 | H = 1 | I = 1
18) COc1ccccc1NC(=O)Cc1cccs1
  A = -4 | B = 0.5 | C = 5 | D = 0 | E = -6 | F = 1 | G = 1 | H = -1 | I = -3
19) COc1ccccc1C(=O)Nc1ccnn1C1CCN(CCCc2ccccc2)CC1
  A = -5 | B = -0.7 | C = 0 | D = 3 | E = 22 | F = -7 | G = -3 | H = -1 | I = 3
20) CC(C)(C)C1CCC(=O)N2CCC[C@]2(c2ccccc2)C1 (stereo partly specified)
  A = -6 | B = . | C = 2 | D = -1 | E = . | F = 5 | G = . | H = 0 | I = -3
21) O=C(Nc1cccnc1)Nc1ccc(Cl)cc1Cl
  A = 4 | B = -0.1 | C = 3 | D = 6 | E = 4 | F = -14 | G = 7 | H = 4 | I = 1
22) O=C(CCn1c(=O)oc2ccccc21)NCCCN1CCOCC1
  A = -3 | B = -0.5 | C = 6 | D = 0 | E = 1 | F = 6 | G = 1 | H = -1 | I = 2
23) COc1ccccc1NS(=O)(=O)c1cc(NC(=O)CCC2CCCC2)ccc1N1CCOCC1
  A = 2 | B = 0.1 | C = 7 | D = 0 | E = -22 | F = 6 | G = -4 | H = 1 | I = 3
24) CCn1c(=O)c2c(nc(SCC(=O)N3CCC(C)CC3)n2C)n(C)c1=O
  A = -2 | B = -2.0 | C = 8 | D = 3 | E = 11 | F = -5 | G = 4 | H = -3 | I = 0
25) CCC(C)c1ccc(NC(=S)N2CCN(c3ccccn3)CC2)cc1 (stereo unspecified)
  A = -3 | B = -0.3 | C = 9 | D = 8 | E = 13 | F = -12 | G = 2 | H = -9 | I = -7
26) O=C(O)c1cccc(NC2=C(Cl)C(=O)c3ccccc3C2=O)c1
  A = 0 | B = -0.8 | C = 18 | D = 0 | E = 27 | F = 4 | G = . | H = -2 | I = -6
27) CC(=O)N1CCN(CC(=O)Nc2ccc(SC(F)F)cc2)CC1
  A = -2 | B = -2.0 | C = 9 | D = 1 | E = 26 | F = -3 | G = 7 | H = 15 | I = 1
28) CCC(C)c1ccccc1N1CC(C(=O)Nc2cccc(S(=O)(=O)N3CCOCC3)c2)CC1=O (stereo unspecified)
  A = -3 | B = 0.6 | C = 14 | D = 1 | E = -7 | F = 4 | G = 1 | H = -5 | I = -3
29) CN1C=CC(=CC=C2C=CC(=O)C=C2)C=C1
  A = -5 | B = 1.7 | C = 10 | D = 2 | E = 3 | F = 7 | G = -1 | H = -3 | I = -5
30) CCOC(=O)/C(=C\c1ccc([N+](=O)[O-])o1)NC(=O)c1ccccc1
  A = 2 | B = 2.2 | C = -6 | D = 3 | E = -6 | F = -1 | G = 5 | H = -1 | I = -3
31) Cc1ccc(S(=O)(=O)N2Cc3ccccc3CC2C(=O)Nn2cnnc2)cc1 (stereo unspecified)
  A = 3 | B = 1.2 | C = 1 | D = 1 | E = 5 | F = -1 | G = -3 | H = -2 | I = 2
32) O=C(Nc1ccc(-c2nc3ccccc3o2)cc1)c1cccnc1
  A = 6 | B = 1.0 | C = 10 | D = 5 | E = -15 | F = -1 | G = 5 | H = -1 | I = -6

M4 antag: entries above that show a hit
Short keys – A = M5 ag; B = CRFBP-R2 agonist; C = M5 antag; D = CHRM4 agonist; E = CRFR2-BP antag; F = M4 antag; G = IDE inh; H = CHRM4 PAM; I = CHRM5 PAM
16) COc1cc2c(cc1Cl)/C(=C\CCN(C)C)c1ccccc1S2
  A = -4 | B = 1.1 | C = 25 | D = 8 | E = -47 | F = 33* | G = 0 | H = -35 | I = -18
